PAD4 FP inh = PAD4 (human) enzyme inhibition; Q9UM07; recombinant PAD4, RCA probe fluorescence polarization; inhibition, % at 6.36 µM; 330,000 compounds, 0.41% hits; AID 485272;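 active = percent inhibition above a cutoff equal to the mean of all tested compounds plus 3 SD, cut at about 15% in these data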;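 note: 0% = PAD4 with RCA probe and DMSO and 100% = probe without PAD4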
LYPLA2 counter = counter-screen for PME1 inhibitors: inhibitors of human LYPLA2; 320,000 compounds, 0.38% hits; O95372; inhibition, % at 5.9 µM; recombinant LYPLA2, FP-Rh probe fluorescence polarization;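 active = inhibition above the screen-wide mean plus 3 SD, limit set per campaign, cut at about 26% in these data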;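 note: 0% = LYPLA2 with DMSO and 100% = wells lacking LYPLA2 enzyme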
LYPLA1 inh = counter-screen for PME1 inhibitors: inhibitors of human LYPLA1 | recombinant LYPLA1, FP-Rh probe fluorescence polarization | inhibition, % at 5.9 µM | 320,000 compounds, 0.16% hits;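 active = inhibition above the mean of all tested compounds plus 3 SD, set per campaign, cut at about 14% in these data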;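 note: inhibitors block serine hydrolase probe labeling of LYPLA1 so polarization falls; 0% = enzyme with DMSO and 100% = wells lacking LYPLA1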
pPAFAH inh = pPAFAH (human) enzyme inhibition. Q13093. recombinant pPAFAH, FP-rhodamine probe fluorescence polarization. inhibition, % at 3.39 µM. 330,000 compounds, 1.5% hits. AID 463082;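 active = inhibition above the mean inhibition across the screen plus 3 SD, cut at about 25% in these data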;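 note: inhibitors block binding of the rhodamine activity-based probe so polarization drops; 0% = enzyme with DMSO and 100% = wells lacking pPAFAH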
PREPL inhibitor = human PREPL enzyme inhibition; recombinant PREPL, fluorescence polarization activity-based probe; inhibition, % at 5.96 µM; 320,000 compounds, 0.68% hits; in the data active = inhibition above about 43%;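 note: 0% = enzyme with DMSO and 100% = wells lacking enzyme; many of its hits are not listed in these tables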
Target sequence (Q4J6C6 whole entry, looked up): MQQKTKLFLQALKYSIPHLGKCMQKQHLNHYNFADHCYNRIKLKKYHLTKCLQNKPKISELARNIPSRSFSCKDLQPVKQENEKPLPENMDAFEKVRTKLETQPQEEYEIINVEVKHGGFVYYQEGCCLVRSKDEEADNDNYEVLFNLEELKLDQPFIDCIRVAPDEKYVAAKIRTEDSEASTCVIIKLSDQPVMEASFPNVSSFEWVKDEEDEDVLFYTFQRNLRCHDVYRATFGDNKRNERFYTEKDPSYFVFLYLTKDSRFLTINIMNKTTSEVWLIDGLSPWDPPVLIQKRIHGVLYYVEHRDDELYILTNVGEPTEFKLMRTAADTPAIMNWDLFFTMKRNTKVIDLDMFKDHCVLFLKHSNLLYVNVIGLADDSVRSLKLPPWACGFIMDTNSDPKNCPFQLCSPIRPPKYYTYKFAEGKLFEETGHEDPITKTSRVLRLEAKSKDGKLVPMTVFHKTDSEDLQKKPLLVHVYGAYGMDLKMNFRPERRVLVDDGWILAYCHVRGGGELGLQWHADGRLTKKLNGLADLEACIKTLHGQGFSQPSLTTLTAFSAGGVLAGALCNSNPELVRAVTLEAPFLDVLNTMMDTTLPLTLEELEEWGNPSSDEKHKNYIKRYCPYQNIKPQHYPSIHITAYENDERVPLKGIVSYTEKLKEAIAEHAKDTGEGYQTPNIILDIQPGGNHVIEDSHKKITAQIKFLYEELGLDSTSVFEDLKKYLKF
PAFAH1B2 FP inh = blocks human PAF acetylhydrolase 1b catalytic subunit 2; 340,000 compounds, 1.2% hits; recombinant PAFAH1B2, FP-rhodamine activity probe, fluorescence polarization; AID 492953; inhibition, % at 3.39 µM;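 active = inhibition above the mean of all tested compounds plus 3 SD, cut at about 24% in these data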;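 note: 0% = enzyme with DMSO and 100% = wells lacking PAFAH1B2; many of its hits are not listed in these tables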
PAFAH1B3 inh = inhibitors of human PAFAH1B3. recombinant PAFAH1B3, FP-rhodamine probe, fluorescence polarization. inhibition, % at 3.39 µM. 340,000 compounds, 0.28% hits;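 active = inhibition above the screen-wide average of all tested compounds plus 3 SD, cut at about 25% in these data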;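 note: 0% = enzyme with DMSO only and 100% = wells lacking PAFAH1B3 protein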
Target sequence (Q15102 whole entry, looked up): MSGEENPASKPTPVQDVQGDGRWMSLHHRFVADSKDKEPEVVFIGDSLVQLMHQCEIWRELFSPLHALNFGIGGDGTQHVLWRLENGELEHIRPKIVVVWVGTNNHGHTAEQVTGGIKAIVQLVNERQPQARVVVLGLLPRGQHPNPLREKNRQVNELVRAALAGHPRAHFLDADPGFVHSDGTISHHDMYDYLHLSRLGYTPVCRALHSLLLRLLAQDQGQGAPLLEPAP
GSTO1 counter = GSTO1 inhibition, counter-screen for RBBP9 inhibitors | P78417 | recombinant GSTO1, activity-based probe fluorescence polarization | inhibition, % at 5.96 µM | 300,000 compounds, 1.1% hits;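 active = inhibition above the campaign mean inhibition plus 3 SD, cut at about 35% in these data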;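 note: 0% = GSTO1-1 with DMSO and 100% = wells lacking GSTO1-1 enzyme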
PAFAH2 FP inh = inhibitors of human PAFAH2; inhibition, % at 3.39 µM; recombinant PAFAH2, FP-rhodamine activity probe, fluorescence polarization; 340,000 compounds, 0.99% hits; Q99487; AID 492956;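 active = inhibition above the mean over all tested compounds plus 3 SD, cut at about 30% in these data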;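 note: inhibitors block probe labeling of enzyme so polarization drops; 0% = enzyme with DMSO and 100% = wells lacking PAFAH2 protein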
The depositor's hits bear a star; x = not tested or not shown; & = joins results of further samples.

Start of the data: the first 2 compounds (preview)
Screens in order: PAD4 FP inh	LYPLA2 counter	LYPLA1 inh	pPAFAH inh	PREPL inhibitor	PAFAH1B2 FP inh	PAFAH1B3 inh	GSTO1 counter	PAFAH2 FP inh
- CCn1c(SCC(=O)N2CCCC(C)C2)nc2c1c(=O)n(C)c(=O)n2C (centres undefined)
→ -4	0	4	-4	-3	2	1	-23	0
- COc1ccc(C(=O)N=c2sc3ccccc3n2C)cc1
→ -2	-9	-2	0	0	3	2	-6	-8

This part in full, from the start:
Screens in order: PAD4 FP inh	LYPLA2 counter	LYPLA1 inh	pPAFAH inh	PREPL inhibitor	PAFAH1B2 FP inh	PAFAH1B3 inh	GSTO1 counter	PAFAH2 FP inh
- CCn1c(SCC(=O)N2CCCC(C)C2)nc2c1c(=O)n(C)c(=O)n2C (centres undefined)
→ -4	0	4	-4	-3	2	1	-23	0
- COc1ccc(C(=O)N=c2sc3ccccc3n2C)cc1
→ -2	-9	-2	0	0	3	2	-6	-8
- COc1cc(N=c2ssnc2Cl)c(OC)cc1Cl
→ 1&-4	-3&7	1&3	-3&4	14&-1	4&1	10&5	7	11&-8
- CCC(Sc1nc(=O)cc(N)n1-c1ccccc1)C(=O)Nc1cc(C)on1 (centres undefined)
→ -2	6	5	1	7	5	-2	2	5
- COc1cccc(OC)c1C(=O)OCC(=O)N(c1ccccc1)C1CCCCC1
→ 0	-7	-2	0	-10	18	-3	x	3
- COc1ccc(C)cc1NC(=O)C(Sc1nnc(Nc2cc(C)ccc2OC)s1)c1ccccc1 (centres undefined)
→ 1	-7	-8	-5	2	2	3	-15	-10
- O=C(c1ccc(NS(=O)(=O)c2cccc([N+](=O)[O-])c2)cc1)N1CCN(C(=O)c2ccco2)CC1
→ -7	0	3	0	12	7	6	x	4
- Nc1ccc(N2CCN(c3ccc(F)cc3)CC2)cc1
→ -3	3	1	0	40	-2	5	-6	-2
- Cc1c(S(=O)(=O)NC2CCCCC2)c(=O)n(C)c(=O)n1C
→ -12	-4	1	-6	-2	2	4	-4	1
- COc1ccc(NC(=O)COc2ccc(C(=O)NC3CCCc4ccccc43)cc2OC)cc1 (centres undefined)
→ -6	3	0	0	15	0	-6	3	0
- COc1ncccc1-c1nnn(-c2ccc(F)cc2)n1
→ -4	9	0	7	-8	-6	2	-2	-3
- CN(Cc1ccccc1)Cc1c[nH]c2ccccc12
→ -6	-3	2	-1	14	3	4	21	10
- COc1ccc(N(C(=O)Cn2nnc(-c3ccc(Cl)cc3)n2)C(C(=O)NCC2CCCO2)c2ccncc2)cc1 (centres undefined)
→ 1	-3	2	2	6	5	4	7	2
- N#Cc1ccccc1COC(=O)c1cc(=O)c2ccccc2o1
→ 1	-4	2	-3	-11	-4	1	4	1
- COc1ccc(C(=O)Nc2ccc(NC(=O)c3ccccc3F)cn2)cc1
→ 1	-2	-1	1	-5	5	7	3	0
- COc1ccccc1C(=O)NNC(=O)c1ccc(C)cc1
→ 4	4	3	-5	12	5	10	3	8
- CCN(CC)Cc1c(C(=O)N/N=C/c2cccs2)nnn1-c1nonc1N
→ 1	-2	0	5	10	3	3	2	-2
- Cc1cc(C(=O)N/N=C/c2cccnc2)c(C)o1
→ 2	4	4	1	11	-3	1	-6	7
- Cc1ccc(N2C(=O)/C(=C/c3ccco3)SC2=S)cc1
→ -10	-3	-2	13	-5	4	-1	5	-2
- CC(C)(C)c1ccc(OCC(=O)Nc2ccc(C(=O)Nc3ccccc3C(=O)O)cc2)cc1
→ 4	-5	-9	-24	-14	-11	-18	-33	-38

Other compounds:
Screens in order: PAD4 FP inh	LYPLA2 counter	LYPLA1 inh	pPAFAH inh	PREPL inhibitor	PAFAH1B2 FP inh	PAFAH1B3 inh	GSTO1 counter	PAFAH2 FP inh
- COc1cc(C(=O)NC(=S)Nc2ccc([N+](=O)[O-])cc2)cc(OC)c1OC
→ 0	-2	0	5	6	0	9	5	-3
- COc1ccc(-c2nc(NC(=O)Cn3c(=O)oc4ccccc43)sc2C)cc1
→ 0	-1	-7	0	-62	2	-10	2	-4
- COc1cc(OC)cc(C(=O)OCC(=O)NC(C)CCc2ccccc2)c1 (centres undefined)
→ -7	7	-1	4	7	6	-2	4	-2
- CCN1C(=O)C(CC(=O)Nc2ccc(F)cc2)N(Cc2ccco2)C1=S (centres undefined)
→ -9	2	2	-4	7	-4	8	4	3
- O=C(Nc1cccc(Cl)c1)Nc1nnc(CSCCOc2ccc(Cl)cc2)s1
→ 1	2	-2	5	-1	2	8	-2	-6
- O=c1[nH]n2c(C(F)(F)F)cc(C3CC3)nc2c1N=Nc1ccccc1
→ -1	-6	1	1	3	1	10	14	2
- N=C(N)c1ccc(/C=C/c2ccc(C(=N)N)cc2O)cc1
→ -4	2	5	-2	20	1	0	3	-4
- Cn1c(N)c(C(=O)COC(=O)c2ccc(C(F)(F)F)cc2)c(=O)n(C)c1=O
→ -2	x	x	-2	6	8	0	x	4
- O=C(c1ccc2c(c1)C(=O)N(Cc1ccco1)C2=O)N1CCOCC1
→ 1	0	2	2	8	5	-7	-2	-6
- CC1CCCN(C(c2cccs2)c2nnnn2Cc2ccccc2)C1 (centres undefined)
→ 1	7	2	0	10	1	2	4	3
- C=CCNC(=O)Cn1c(=O)c2c(ncn2CCC(C)C)n(Cc2ccccc2)c1=O
→ 0	-2	4	-1	-5	8	5	-3	2
- O=C(Cn1cc(SCc2ccc(Cl)cc2)c2ccccc21)N1CCOCC1
→ -1	-1	-4	7	18	25*	0	6	-1
- OCCC1CN(Cc2cc3ccccc3o2)CCN1Cc1ccc(F)cc1 (centres undefined)
→ -3	-3	-3	5	-3	4	12	10	-3
- Cc1ccccc1OCCOC(=O)c1c(-c2ccccc2)noc1C
→ -2	-4	-1	0	-13	5	4	5	4
- CCOC(=O)CCc1cnccc1-c1cccc(OC)c1O
→ 2	6	0	2	-3	3	8	5	1
- Cc1nnc(SCc2ccccc2)n(N)c1=O
→ 3	3	3	1	7	1	5	3	3
- Cc1ccc(Cl)cc1N1CCN(CC(O)COCc2ccco2)CC1 (centres undefined)
→ 0	2	0	6	4	3	2	2	-4
- CC(N=Cc1cccc(O)c1O)c1ccccc1 (centres undefined)
→ 7	6	-5	66*	26	17	24	77*	26
- COc1ccc(NC(=O)COC(=O)CN2C(=O)C3CCCCC3C2=O)cc1OC (centres undefined)
→ -5	4	-4	-1	11	-7	16	x	0
- COC(=O)c1c(C(=O)OC)c2ccncn2c1Cl
→ -4	0	0	1	-2	-1	1	7	-6

Additional records follow:
Screens in order: PAD4 FP inh	LYPLA2 counter	LYPLA1 inh	pPAFAH inh	PREPL inhibitor	PAFAH1B2 FP inh	PAFAH1B3 inh	GSTO1 counter	PAFAH2 FP inh
- Nc1nnc(CSCc2ccccc2Cl)s1
→ -1	0	0	-2	-1	9	7	1	8
- CC1(C)Cc2cccc(OCC(=O)N3CCN(c4ccc(F)cc4)CC3)c2O1
→ 1	6	-1	6	26	4	-5	2	5
- OC(COC(c1ccccc1)c1ccccc1)CN1CCc2ccccc2C1 (centres undefined)
→ -3	4	3	3	7	6	-2	-1	-2
- Cc1ccc(NS(=O)(=O)c2ccc3c(c2)NC(=O)CCS3)c(Cl)c1
→ -1	4	0	6	4	4	-1	2	8
- COc1ccc(-c2nn(CCC#N)cc2/C=N/O)cc1OC
→ 3	3	0	3	-2	-2	0	9	-3
- O=C(CNc1cccc2ccccc12)N/N=C/c1cccc(Oc2ccccc2)c1
→ -5	-4	-20	19	6	1	6	-8	15
- O=C(Nc1ccc(Cl)c(S(=O)(=O)N2CCOCC2)c1)c1cn2ccccc2n1
→ -2	-4	-2	-9	11	-7	6	4	10
- O=C(CCc1ccccc1)Nc1ncn[nH]1
→ -2	1	1	5	0	-4	2	-3	7
- Nc1nc(SCC(=O)Nc2ccc(Br)cc2Br)n[nH]1
→ -2	x	x	-5	1	2	-2	x	-4
- Cc1ccc2nc(NC(=O)CCNS(=O)(=O)c3ccc(Br)s3)sc2c1
→ -5	-16	-10	1	-23	7	8	6	-14
- CCN(CC)CCn1c2c(c(SCC(=O)Nc3nc4ccccc4s3)nc1=O)CCCC2
→ 9	4	-1	-2	25	0	0	-6	-3
- COC(=O)C1=C(C)NC(C)=C(C(=O)OC)C1c1ccccc1OCc1c(C)no[n+]1[O-]
→ -11	0	1	-4	8	0	3	1	0
- Nc1c(C(=O)O)cnc2nc(N3CCOCC3)nn12
→ -3	0	-1	3	0	4	0	-4	0
- COc1cc(CC(=O)O)ccc1O
→ -1	-3	-2	34*	-7	-2	-2	-3	1
- CCOC(=O)[C@@H]1[C@H]2COc3cc(OC)ccc3[C@H]2N2C(=O)N(c3cccc(C)c3)C(=O)[C@]12C
→ -4	x	x	7	-65	2	9	x	6
- O=C(NCCOc1ccc(F)cc1)C1CCC(=O)N(CC2CCCCC2)C1 (centres undefined)
→ -9	8	0	5	0	0	1	-5	6
- O=C(CCc1nnc(C2CCCCC2)o1)N1CCN(c2ccccc2F)CC1
→ -3	4	4	4	25	8	4	4	3
- CC(=O)N(C)c1ccc(NC(=O)c2ccccc2C(=O)O)cc1
→ -3	3	-2	3	0	4	1	5	-2
- CCOc1ccc2c(c1)c(C(C)=O)c(C)n2-c1ccccc1
→ 2	6	-1	26*	4	0	3	3	-7
- Cc1cc(C)n2nc(C(=O)NCc3ccccc3)cc2n1
→ -3	6	1	5	13	-2	2	-5	4

(cont.)
Screens in order: PAD4 FP inh	LYPLA2 counter	LYPLA1 inh	pPAFAH inh	PREPL inhibitor	PAFAH1B2 FP inh	PAFAH1B3 inh	GSTO1 counter	PAFAH2 FP inh
- CC1(C)C(=O)Nc2ccccc2N1C(=O)COC(=O)COc1cccc(C(F)(F)F)c1
→ -7	7	4	5	11	-2	-1	7	2
- CC(=O)c1sc(-c2ccc(F)cc2F)nc1C
→ 0	1	1	-3	18	2	0	10	-7
- Clc1ccc(-c2nnc3ccccn23)cc1
→ 4	-4	-3	7	2	0	7	-1	2
- NS(=O)(=O)c1ccc(CCNC(=O)/C=C/c2ccccc2[N+](=O)[O-])cc1
→ -1	5	3	1	3	2	0	7	1
- COC(=O)C(Cc1ccccc1)NC(=S)NC(=O)c1ccccc1 (centres undefined)
→ 1	-1	0	3	-72	3	4	1	-2
- CC1CCN(C(=O)COC(=O)c2ccc3c(c2)OCCO3)CC1
→ -1	x	x	12	15	4	10	x	46*
- Cc1cc(Br)ccc1NC(=O)C1CSC2(C)CCC(=O)N12 (centres undefined)
→ 4	7	4	2	1	7	6	8	1
- CC[n+]1oc(-c2ccccc2)cc1C
→ 0	-1	-1	-3	-2	5	2	2	2
- CN(C)CCCN1C(=O)CSC1c1ccccc1 (centres undefined)
→ -1	5	4	1	1	7	3	4	-7
- CSc1cc(-c2ccccc2)n(Cc2ccc(Cl)cc2Cl)c(=O)c1C#N
→ -1	8	1	0	-6	-1	1	1	0
- CC(OC(=O)c1cc(Cl)ccc1[N+](=O)[O-])C(=O)NC(C)c1ccc(F)cc1 (centres undefined)
→ -2	-3	2	-2	-1	10	6	10	0

Quoted from above, 4 compounds:
Screens in order: PAD4 FP inh	LYPLA2 counter	LYPLA1 inh	pPAFAH inh	PREPL inhibitor	PAFAH1B2 FP inh	PAFAH1B3 inh	GSTO1 counter	PAFAH2 FP inh
- CC[n+]1oc(-c2ccccc2)cc1C
→ 0	-1	-1	-3	-2	5	2	2	2
- CN(C)CCCN1C(=O)CSC1c1ccccc1 (centres undefined)
→ -1	5	4	1	1	7	3	4	-7
- CSc1cc(-c2ccccc2)n(Cc2ccc(Cl)cc2Cl)c(=O)c1C#N
→ -1	8	1	0	-6	-1	1	1	0
- CC(OC(=O)c1cc(Cl)ccc1[N+](=O)[O-])C(=O)NC(C)c1ccc(F)cc1 (centres undefined)
→ -2	-3	2	-2	-1	10	6	10	0

Not all compounds are listed; rates above refer to the full screens.
